Screening data as filed in PubChem.
NR3A LBD binder – modulators (binders) of human NR3A ligand-binding domain; NR3A LBD differential scanning fluorimetry, Tm shift; 0% = protein alone, 100% = glycine-bound protein; Tm shift relative to glycine control, % at 25 µM; 2.5% of 340,000 active;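 active means melting temperature shift of at least 10% of the positive control shift, at one fixed dose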
tim23-1 inh – tim23-1 yeast growth inhibition. S. cerevisiae tim23-1 growth, BacTiter-Glo luminescence, 24 h. inhibition, % at 20 µM. 1.3% of 330,000 active. AID 463212;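 active means growth inhibition of the mutant yeast at or above 50%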;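 further: temperature-sensitive mutant grown at 25 °C; plate controls were DMSO-treated mutant yeast for no effect and medium wells lacking yeast for full effect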
NLRP3 yeast inh – inhibitors of NALP3 inflammasome in yeast; Yeast reconstituted NLRP3/ASC/caspase-1, beta-gal luminescence, 24 h; inhibition, % at 10 µM; 0.39% of 330,000 active;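 active means inhibition of 50% or more; inactive means inhibition below 50%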;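 further: plate controls were induced DMSO wells for no effect and uninduced yeast grown without galactose for full effect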
CHOP UPR activ – apoptotic UPR (CHOP) activation | CHO-CHOP luciferase reporter, luminescence; percent of tunicamycin response over DMSO baseline | 0.34% of 330,000 active | activation, % at 10 µM | AID 449763;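 active means at 10 µM dose, activation of 40% or more, normalized to positive control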;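 further: 100% = tunicamycin at 10 µg/mL and 0% = DMSO alone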
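Test system: CHO-CHOP cells, stable luciferase reporter of PERK-eIF2a-CHOP signalling | Quantity: 500 CHO-CHOP cells per well | Buffer or medium: F12 plus 10% serum | Compound dosing: 10 µM single point, 0.5% DMSO | Schedule: 6 h compound treatment, 37 °C | Signal: Luciferase luminescence | Control set: Tunicamycin high control, DMSO low control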
tim10-1 inh – tim10-1 yeast growth inhibition | S. cerevisiae tim10-1 ts strain growth, BacTiter-Glo, 24 h | inhibition, % at 20 µM | 2.2% of 330,000 active | AID 463190;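 active means inhibition of at least 40%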;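 further: mutant grown at 25 °C; 0% = DMSO wells with yeast and 100% = wells holding no yeast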
APJ ag – APJ receptor agonism; AID 2520; activation, % at 20 µM; P35414; CHO-K1 APJ PathHunter beta-arrestin, luminescence; 0% DMSO wells, 100% apelin; 0.11% of 330,000 active;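 active means activation more than six SD over the plate average, tested at 20 µM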;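 further: 0% = DMSO alone and 100% = apelin-13 at 10 nM; some results filed as inactive read as strong as hits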
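assay system = CHO-K1 APJ beta-arrestin complementation cell line | input = cell density 1000 per well | dosing = compound 20 µM once, DMSO 1% | timing = compound 90 min 25 °C, reagent 1 h | measured by = luminescence from split beta-galactosidase complementation, Galacton Star/Emerald II substrate | read-out basis = APJ agonist activity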
UPR XBP1 act – adaptive UPR (XBP1) activation | activation, % at 20 µM | 0.33% of 330,000 active | CHO-XBP1 luciferase reporter, IRE1-XBP1 UPR activation, luminescence; percent of tunicamycin response, DMSO as zero;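 active means versus positive control, 20 µM dose yields 30% or more activation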;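 further: 100% = tunicamycin at 10 µg/mL and 0% = DMSO only wells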
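Material: CHO-XBP1 cells stably carrying IRE1-XBP1-driven luciferase reporter | Medium: F12 with 10% serum | Compound dosing: 20 µM single concentration, DMSO 1% | Incubation: Overnight seeding at 37 °C, 6 h compound treatment at 37 °C | Detection: Steady-Glo luminescence read | Read-out basis: % activation of reporter signal versus tunicamycin and DMSO controls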
TIM10 inh – TIM10 yeast growth inhibition; S. cerevisiae TIM10 strain growth, BacTiter-Glo luminescence, 24 h; inhibition, % at 10 µM; 1.4% of 330,000 active;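 active means inhibition of 40% or more at the single tested concentration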;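 further: wild-type TIM10 isogenic control strain grown at permissive 25 °C; 0% = DMSO yeast wells and 100% = minimal medium wells without yeast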
Mdm2 MdmX PPI – inhibitors of human Mdm2/MdmX interaction; O15151+Q00987; SaOS-2 split-luciferase Mdm2/MdmX complementation, luminescence; inhibition, % at 8 µM; 3% of 330,000 active; AID 485346;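 active means inhibition of at least 50% at 8 µM in the primary screen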
Target sequence (O15151 whole entry, looked up): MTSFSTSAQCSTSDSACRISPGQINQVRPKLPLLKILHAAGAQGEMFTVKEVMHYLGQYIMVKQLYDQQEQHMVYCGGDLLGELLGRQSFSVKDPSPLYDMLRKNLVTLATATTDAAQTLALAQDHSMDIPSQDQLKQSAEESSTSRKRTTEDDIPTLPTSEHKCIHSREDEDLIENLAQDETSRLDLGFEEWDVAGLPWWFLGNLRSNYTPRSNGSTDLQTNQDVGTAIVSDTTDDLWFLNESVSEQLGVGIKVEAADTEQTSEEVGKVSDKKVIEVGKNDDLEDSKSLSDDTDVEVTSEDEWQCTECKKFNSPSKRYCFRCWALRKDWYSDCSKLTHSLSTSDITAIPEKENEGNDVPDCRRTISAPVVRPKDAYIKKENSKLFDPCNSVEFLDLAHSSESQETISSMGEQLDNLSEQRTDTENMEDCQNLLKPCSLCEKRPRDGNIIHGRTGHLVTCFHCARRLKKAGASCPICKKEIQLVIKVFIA
Target sequence (Q00987 whole entry, looked up): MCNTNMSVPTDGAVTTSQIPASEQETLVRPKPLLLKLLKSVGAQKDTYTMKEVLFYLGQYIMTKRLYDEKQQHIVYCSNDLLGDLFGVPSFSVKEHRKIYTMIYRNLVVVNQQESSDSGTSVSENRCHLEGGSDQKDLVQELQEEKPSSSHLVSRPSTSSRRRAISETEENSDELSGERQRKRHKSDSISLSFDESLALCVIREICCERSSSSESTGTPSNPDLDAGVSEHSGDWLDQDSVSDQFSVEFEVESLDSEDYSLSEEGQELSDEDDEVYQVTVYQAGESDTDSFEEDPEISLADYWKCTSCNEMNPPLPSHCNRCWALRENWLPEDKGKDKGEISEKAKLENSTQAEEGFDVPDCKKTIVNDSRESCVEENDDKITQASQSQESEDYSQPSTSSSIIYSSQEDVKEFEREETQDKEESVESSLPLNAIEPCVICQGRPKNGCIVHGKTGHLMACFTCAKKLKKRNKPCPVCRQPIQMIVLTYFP
Starred values were filed as active, the others as inactive; / = no result given.

Values run as follows: NR3A LBD binder, tim23-1 inh, NLRP3 yeast inh, CHOP UPR activ, tim10-1 inh, APJ ag, UPR XBP1 act, TIM10 inh, Mdm2 MdmX PPI
Cc1ccc(NC(=O)CC2C(=O)NCCN2C(=O)c2ccc(F)cc2)cc1 (stereo unspecified)
  0, -5, -1, 0.6, -1, -6, -1, 2, 4
Cc1cc(O)c(C(C)C)cc1NC(=O)c1ccc(Cl)cc1
  -8, 6, 17, 0.3, -31, 1, 3, -35, 3
O=C(c1cc(Br)ccc1Cl)N1CCN(c2ccc(N3CCOCC3)nn2)CC1
  3, 7, 10, 1.1, -3, 7, 2, -9, 17
COc1cc(C(=O)NNC(=O)C2CCCC2)cc(OC)c1OC
  1, 2, 3, 0.0, 2, 1, 1, -13, 10
O=S(=O)(Nc1cc(Cl)ccc1-n1cncn1)c1cc(Br)ccc1Br
  22*, 15, 3, 1.8, 13, -2, -2, -1, 44
C/C(CC(=O)NCc1ccco1)=N\NC(=O)CC#N
  -2, 2, -2, 0.4, 0, -3, 0, -3, -10
CNC(=S)SCCOc1ccc(C)cc1
  2, 4, 14, 3.3, 24, -8, -3, 19, 17
O=C(CN1CCN(Cc2cccc(Cl)c2)C1=O)NCc1cccs1
  -1, 2, -3, -0.2, 2, -1, -2, -10, 3
O=C(NCCc1ccccc1)c1cnn2c(C(F)F)cc(C3CC3)nc12
  -2, 45, 6, 1.9, 29, -2, 3, 8, 11
COc1ccc(NC(C)=O)cc1NC(=O)CCn1c(=O)sc2ccccc21
  -2, 8, 14, -0.5, -5, -6, 3, 1, 14
CCOCCCNC(=S)NCCc1ccccc1
  -3, -5, 2, 0.9, 22, -2, -2, 5, -32
COc1cccc(C(=O)OCC(=O)Nc2nnc(-c3ccccc3)o2)c1
  -2, 4, 12, 0.0, 8, -5, 3, 5, 8
COc1ncccc1C(=O)N1CCC(n2nccc2NC(=O)CC(C)C)CC1
  10, 11, 9, 1.2, 4, 1, -4, 9, 10
Cc1ccc(NC(=O)C2CCCN(S(=O)(=O)c3c(C)noc3/C=C/N(C)C)C2)c(C)c1 (stereo unspecified)
  2, 6, 9, 4.9, 14, 8, 1, 8, -2
CCOC(=O)CSc1nc2cc3c(cc2cc1C#N)OCO3
  1, -14, -9, 3.8, 20, -3, 8, 7, -211
CCN(CC)S(=O)(=O)c1cccc(-c2nnc(SCc3nc4ccccc4s3)o2)c1
  0, 14, 15, 7.2, 24, -1, 2, 18, -3
COC(=O)[C@@H]1C[C@H]1[C@@H](NC(=O)c1ccccc1)c1ccccc1
  1, 11, 0, -1.4, 8, -3, 2, 8, -4
O=C(Nc1cccnc1)c1cc(-c2ccc(F)cc2)on1
  -1, 3, 18, 2.5, 0, -2, -1, -9, 17
Cc1ccn2c(NC(=O)c3ccco3)c(-c3ccccc3)nc2c1
  1, 26, 12, -1.3, 15, -6, -4, 16, 28
Cc1cc(NC(=O)CSc2nc(-c3ccco3)cc(C(F)(F)F)n2)no1
  1, 12, 1, -1.4, -12, -2, 23, -11, 65*
COc1cc(CN2CCN(Cc3ccc4cc(F)ccc4n3)CC2CCO)cc(OC)c1 (stereo unspecified)
  1, 2, 13, -1.3, 5, 8, -5, 9, 1
COc1ccccc1N1CCN(C2CCCN(C(=O)Cn3cccn3)C2)CC1 (stereo unspecified)
  2, 2, -5, 1.1, -10, -4, -2, 10, 14
Cc1[nH]c(=O)[nH]c(=O)c1S(=O)(=O)N1CCC(C(=O)N2CCN(c3cccc(C(F)(F)F)c3)CC2)CC1
  -2, 1, -1, -0.3, -14, 0, -5, -7, -35
O=C1CC(c2ccccc2)Sc2ccccc2N1 (stereo unspecified)
  4, -3, -31, 3.0, 35, 1, 4, -7, -2
CCNc1nc(NCC)nc(N(C)/N=C/c2ccco2)n1
  -1, 4, 4, 0.6, 20, -1, -1, -5, -19
C=CCSC1=N/C(=C\c2ccc(C)o2)C(=O)S1
  1, 27, 15, -2.4, 8, -4, 7, 13, -8
O=C(c1ccc(Cl)cc1[N+](=O)[O-])N1CCc2ccccc2C1
  -1, 8, 23, -0.5, 14, -2, -2, -3, -2
CCn1nc(C)cc1-c1nnc(Sc2ncc([N+](=O)[O-])s2)n1C
  0, 8, 24, -11, 66*, 3, -10, 50*, 96*
O=C(OCc1cc(Cl)ccc1OC(F)F)c1ccc([N+](=O)[O-])o1
  /, -6, 38, 3.2, 2, 0, 4, 12, 48
c1coc(-c2nnc3n2C2(CCCC2)Cc2ccccc2-3)c1
  1, 25, 3, -2.3, 35, -6, 1, -18, 15

One compound at a time (already shown):
`Cc1cc(NC(=O)CSc2nc(-c3ccco3)cc(C(F)(F)F)n2)no1` is listed as NR3A LBD binder = 1; tim23-1 inh = 12; NLRP3 yeast inh = 1; CHOP UPR activ = -1.4; tim10-1 inh = -12; APJ ag = -2; UPR XBP1 act = 23; TIM10 inh = -11; Mdm2 MdmX PPI = 65*
`O=C(c1cc(Br)ccc1Cl)N1CCN(c2ccc(N3CCOCC3)nn2)CC1` is listed as NR3A LBD binder = 3; tim23-1 inh = 7; NLRP3 yeast inh = 10; CHOP UPR activ = 1.1; tim10-1 inh = -3; APJ ag = 7; UPR XBP1 act = 2; TIM10 inh = -9; Mdm2 MdmX PPI = 17

(next part)
Values run as follows: NR3A LBD binder, tim23-1 inh, NLRP3 yeast inh, CHOP UPR activ, tim10-1 inh, APJ ag, UPR XBP1 act, TIM10 inh, Mdm2 MdmX PPI
O=C(CSc1nnc(CNC(=O)c2ccco2)o1)Nc1cccc(C(F)(F)F)c1
  1, 5, 7, 0.2, 13, -3, -4, -3, 34
Cc1cc(Oc2ccc(Cl)cc2)nc(-c2ccccn2)n1
  0, 12, 38, 2.2, 31, -1, -2, 29, 18
O=[N+]([O-])c1cccc(C(=Nc2ccccc2Cl)NO)c1
  0, -23, -2, -3.0, 7, 1, 1, 3, -12
COc1ccccc1C(=O)NCCC(=O)N(C)CC(=O)Nc1ccc(C)cc1
  1, -14, 9, 0.4, -10, -3, -3, -3, 6
Cc1c(C2=CCN(S(=O)(=O)c3ccc(Br)cc3)CC2)c2ccccc2n1C
  3, 25, 12, 1.5, 28, 1, 1, 4, -10
CCCc1[nH]nc2c1C(c1ccc(Br)s1)C(C#N)=C(N)O2 (stereo unspecified)
  -4, 87*, 43, 19, 83*, 4, 8, 67*, 48
CCN(CC)c1ccc(N2C(=O)c3ccccc3C2=O)cc1
  0, -18, 8, 5.0, 10, -1, -1, 13, -39
COCCC(=O)NC1CCCc2c1cnn2-c1cccc(C)c1C (stereo unspecified)
  2, 6, -2, 2.1, 15, -3, -4, -1, 2
CC(C)[C@H](NC(=O)c1ccccc1Cl)C(=O)OCC(=O)NC(=O)NCc1ccco1
  0, 15, 2, 1.0, 3, -5, -1, 6, 3
Cc1ccc(C)n1-c1cc(S(=O)(=O)N2CCOCC2)ccc1N1CCCC1
  -3, 11, 5, -0.3, 23, -5, 1, 8, -10
COc1ccc(-c2ccc(-c3noc(-c4cccc(OC)c4)n3)c(OC)n2)cc1
  -28, 5, -2, -1.0, 6, -3, 1, 9, 49
CCCc1nc2ccccc2c(=O)n1/N=C/c1ccc(O)cc1
  0, 30, 29, -3.3, 15, -1, 0, 8, 12
CC(C(=O)Nc1ccc(S(=O)(=O)N2CCOCC2)cc1)N(c1ccccc1)S(C)(=O)=O (stereo unspecified)
  1, 12, 6, -4.6, 3, -1, 1, -9, 22
N=c1c2c(ncn1CCN1CCOCC1)Oc1cc(O)ccc1C2c1ccccc1 (stereo unspecified)
  0, -4, 0, 2.4, 9, -1, -3, -13, 15
COc1ccc(NC(=O)CSc2nnc(CNC(=O)COc3ccc(Cl)cc3)o2)c(OC)c1
  2, 13, 12, 1.1, 8, 2, -2, -8, -19
CC(C)(C)OC(=O)NC(CC(=O)OCc1ccccc1)C(=O)O (stereo unspecified)
  0, 4, 3, 1.8, 2, 1, -3, 5, 17
COC(=O)C1=C(N)Oc2c(oc(CO)cc2=O)C1c1c(F)cccc1Cl (stereo unspecified)
  2, -4, 5, -1.5, 6, -3, 0, -5, 13
CN(c1ccc(-c2csc(NC(=O)C3CC(=O)N(Cc4ccco4)C3)n2)cc1)S(C)(=O)=O (stereo unspecified)
  1, -7, 6, -0.9, -3, 5, 1, -5, 28
CC(OC(=O)c1ccc(C#N)cc1)C(=O)Nc1ccc(Cl)cn1 (stereo unspecified)
  1, 23, 10, 1.6, 7, 2, -3, 10, 12
Cc1cc(C)n(CC(O)COc2ccc(Cl)cc2)n1 (stereo unspecified)
  0, 10, 8, 1.3, 16, 0, 1, 7, 13
Cc1cc(Cl)c2c(c1)[C@]1(C(=O)N2)[C@@H]2C(=O)N(Cc3ccccc3)C(=O)[C@@H]2[C@@H]2CCCN21
  -1, 28, 5, 0.4, 33, 3, -2, 37, 12
COc1ccc(C(=O)C[n+]2cccc3cc(OC)ccc32)cc1
  -2, -4, 3, 0.7, 16, -5, -3, -6, 15
Cc1cccc(C)c1OCC(=O)N/N=C/C=C/c1ccco1
  -20, 40, 1, -2.6, 26, -1, -5, 20, 27
CCOC(=O)c1ccccc1NC(=O)CSc1nnc(COc2ccccc2)n1CC
  1, 38, 9, -4.7, 32, -2, -3, 3, -20
COC(=O)c1cc(C#N)c(SCc2ccccc2)nc1C
  0, 17, 16, 0.3, 7, -4, 2, -16, 10
NC(=O)C1c2ccccc2CSc2ccccc21 (stereo unspecified)
  1, 17, -17, -0.9, 5, -1, -2, -1, -1
Cc1cc(C)n2nc(C(=O)Nc3ccc4c(c3)OCO4)cc2n1
  0, 7, 27, 0.9, 17, -3, 0, -1, -56
Cc1ccc(C)c(N2CCN(S(=O)(=O)c3csc(C(N)=O)c3)CC2)c1
  -2, 29, 0, 0.5, 12, 6, -3, 14, 23

Among those listed so far, three have a thiophene ring, fused or not.
Values run as follows: NR3A LBD binder, tim23-1 inh, NLRP3 yeast inh, CHOP UPR activ, tim10-1 inh, APJ ag, UPR XBP1 act, TIM10 inh, Mdm2 MdmX PPI
O=C(CN1CCN(Cc2cccc(Cl)c2)C1=O)NCc1cccs1
  -1, 2, -3, -0.2, 2, -1, -2, -10, 3
CCCc1[nH]nc2c1C(c1ccc(Br)s1)C(C#N)=C(N)O2 (stereo unspecified)
  -4, 87*, 43, 19, 83*, 4, 8, 67*, 48
Cc1ccc(C)c(N2CCN(S(=O)(=O)c3csc(C(N)=O)c3)CC2)c1
  -2, 29, 0, 0.5, 12, 6, -3, 14, 23
